USP1-UAF1 inh: inhibitors of human USP1/UAF1 deubiquitinase | O94782 | recombinant USP1/UAF1, Ub-Rhodamine cleavage fluorescence | Potency, µM (doses to about 57.1 µM), for inactives: top-dose activity change, negative = inhibition, usual class: inhibitors | 390,000 compounds, 0.23% hits; also: potency is read from the fitted curve at half-maximal effect; % is scaled to controls: 0 for no effect and ±100 for the full control effect; nearly all actives have a fitted effect of over 60% in size; inactives centre near -12
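Step one: compound is pinned into 1nM USP1/UAF1 in HEPES pH 7.8 buffer with TCEP. Step two: 15 min room-temperature incubation. Step three: Ub-Rho (150nM final) starts cleavage, tracked by fluorescence over six one-minute reads.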
GLS inhibitor: glutaminase GLS (human) inhibition; GLS enzymatic activity, qHTS titration; Potency, µM (series often up to 45.5 µM), without a hit: at the top dose activity change, negative = inhibition, most hits filed as inhibitors; 410,000 compounds, 0.21% hits; AID 624170; also: potency is read from the fitted curve at half-maximal effect; % is scaled to controls: 0 for no effect and ±100 for the full control effect
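hKGA; 45 mM KH2PO4 pH 8.2 + 0.02% Tween-20; cpd via pin tool; 1 mM Gln soln; GluOx/HRP/Amplex Red; RT 30 min; fluor. t0 & final.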
IDH1 R132H inh: inhibitors of human mutant IDH1 R132H; Potency, µM (highest dose often 76.6 µM), for the others: at the top dose activity change, negative = inhibition, most hits filed as inhibitors; AID 602179; O75874; IDH1-R132H enzyme, NADPH consumption, diaphorase/resazurin fluorescence; 390,000 compounds, 0.093% hits; also: potency is read from the fitted curve at half-maximal effect; % is scaled to controls: 0 for no effect and ±100 for the full control effect; nearly all actives have a fitted effect of over 65% in size
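IDH1-R132H (0.5 ug/mL dispensed) in pH 7.5 Tris buffer was preincubated 30 min with compound, then given a substrate mix of 0.016 mM NADPH and 2 mM alpha-KG for 80 min at room temperature; remaining NADPH was read by diaphorase/resazurin fluorescence.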
Pin1 inh: inhibitors of human Pin1 | Potency, µM (titrated, usually from 115 µM), for inactives: top-dose activity, negative = inhibition, most hits filed as inhibitors | Q13526 | Pin1 FP peptide displacement, HiFluor488, 10 min | 390,000 compounds, 0.009% hits | AID 504891; active = well fitted inhibition curve with a large enough effect in the polarisation, with a control signal flat, not every such curve was filed as active; inconclusive = small, poorly fitted or top-dose-only effect, or effect the other way, or a change in a side signal; inactive = no such curve, though single readings can be large or run the other way; the % refers to the polarisation; also: potency is read from the fitted curve at half-maximal effect; % is scaled to controls: 0 for no effect and ±100 for the full control effect
Target sequence (Q13526 whole entry, looked up): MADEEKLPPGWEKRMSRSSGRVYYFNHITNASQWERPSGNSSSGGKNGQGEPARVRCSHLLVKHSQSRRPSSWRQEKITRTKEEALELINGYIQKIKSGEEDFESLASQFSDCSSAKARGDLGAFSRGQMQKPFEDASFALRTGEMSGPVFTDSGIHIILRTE
PI4K2A block: inhibitors of human PI4K2A. purified PI4K2A, ADP-Glo luminescence, 1 h; hits give low values. activity change, negative = inhibition, % at 76.9 µM. 420,000 compounds, 0.13% hits. Q9BTU6. AID 1346378; in the data active = activity change below about -50%; inconclusive = mostly about -30% to -49%;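 also: -100% = wells without enzyme as full effect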
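Compounds are screened against recombinant PI4K2A using PI as substrate and ATP, the latter dispensed at 300 microM. Reactions run one hour at ambient temperature before ADP-Glo detection; full inhibition defined by wells lacking enzyme.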
PGK inhibitor: blocks T. brucei phosphoglycerate kinase. Potency, µM (doses to about 57.5 µM), for the others: at the highest dose activity change, negative = inhibition, usual class: inhibitors. P07378. AID 602233. 380,000 compounds, 0.043% hits. PGK/GAPDH coupled, Kinase-Glo luminescence, 60 min; also: potency is read from the fitted curve at half-maximal effect; % is scaled to controls: 0 for no effect and ±100 for the full control effect; nearly all actives have a fitted effect of over 60% in size
Target sequence (P07378 whole entry, looked up): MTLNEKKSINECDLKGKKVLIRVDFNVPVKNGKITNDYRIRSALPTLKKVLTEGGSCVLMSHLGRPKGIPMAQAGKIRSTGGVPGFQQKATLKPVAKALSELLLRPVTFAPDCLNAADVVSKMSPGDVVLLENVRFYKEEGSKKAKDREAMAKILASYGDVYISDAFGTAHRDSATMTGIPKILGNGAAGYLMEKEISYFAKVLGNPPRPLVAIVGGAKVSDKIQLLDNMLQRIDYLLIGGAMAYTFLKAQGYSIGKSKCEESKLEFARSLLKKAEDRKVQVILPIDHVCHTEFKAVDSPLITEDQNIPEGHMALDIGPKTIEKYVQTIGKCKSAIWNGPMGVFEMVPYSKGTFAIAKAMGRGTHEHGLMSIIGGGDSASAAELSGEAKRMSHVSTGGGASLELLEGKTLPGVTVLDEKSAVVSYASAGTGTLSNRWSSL
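Recombinant glycosomal PGK reaction used 1,3-bisphosphoglycerate generated in-well by GAPDH (100nM final) in 100mM TEA pH 7.6, 5mM MgCl2, 0.01% Tween-20. After 60 minutes at room temperature, ATP was read by Kinase-Glo Plus luminescence end-point.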
HP1b binding inh: inhibitors of HP1-beta chromodomain binding to methylated histone tails; AlphaScreen HP1-beta / biotin-H3K9me3 peptide binding; Potency, µM (doses to about 114 µM), for inactives: top-dose activity change, negative = inhibition, hits mostly inhibitors; 390,000 compounds, 0.56% hits; P83916; also: potency is read from the fitted curve at half-maximal effect; nearly all actives have a fitted effect of over 70% in size; inactives centre near 23
Target sequence (P83916 whole entry, looked up): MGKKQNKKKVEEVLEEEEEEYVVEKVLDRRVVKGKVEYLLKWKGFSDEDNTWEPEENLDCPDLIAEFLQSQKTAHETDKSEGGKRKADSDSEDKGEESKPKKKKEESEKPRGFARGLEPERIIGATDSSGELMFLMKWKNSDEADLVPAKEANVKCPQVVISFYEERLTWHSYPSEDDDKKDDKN
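HP1-beta protein (50 nM final) preincubated 30 min at room temperature with biotinylated H3(1-18)K9me3 peptide (50 nM) in PBS pH 7.4, 0.01% Tween-20, then compound added for 30 min. AlphaScreen streptavidin donor/nickel chelate acceptor beads (10 ug/mL final), 30 min dark, luminescence read.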
TrxR1 inh: inhibitors of rat thioredoxin reductase 1; recombinant rTrxR1, NADPH fluorescence consumption, selenite substrate; AID 588453; Potency, µM (titrated, usually from 114 µM), for inactives: at the top dose activity change, negative = inhibition, usual class: inhibitors; O89049; 390,000 compounds, 1% hits; also: potency is read from the fitted curve at half-maximal effect; % is scaled to controls: 0 for no effect and ±100 for the full control effect; nearly all actives have a fitted effect of over 65% in size
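Rat TrxR1 (90 nM in the dispensed reagent) was pre-reduced with 400 uM NADPH for 5 min at room temperature, then incubated with compound for 15 min. After 400 uM selenite was added, NADPH fluorescence (Ex 340/Em 450 nm) was followed for 8 min.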
TrxR1 substrate: substrates of rat thioredoxin reductase 1; purified TrxR1 substrate turnover, NADPH consumption readout; Potency, µM (doses to about 114 µM), inactives show top-dose activity change, negative = substrate turnover; 390,000 compounds, 0.01% hits; AID 588456; also: potency is read from the fitted curve at half-maximal effect; % is scaled to controls: 0 for no effect and ±100 for the full control effect; nearly all actives have a fitted effect of over 50% in size
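Rat TrxR1, dispensed at 90 nM, was prereduced with 400 uM NADPH (final) for 5 min at ~22 deg C, then incubated with compound 15 min before 400 uM selenite. A first-read NADPH fluorescence drop versus no-compound background flagged substrates.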
An asterisk follows results filed as active; i = inactive; ? = inconclusive; nt = no result given; & = joins results of further samples; [ ] = another dose, or the depositor's remark. Unless noted, calls follow the shape of the dose curve; as a rule, active = well fitted curve in the direction sought with a large enough effect; inconclusive = small, poorly fitted or top-dose-only effect, or another doubt; inactive = no such curve, though single readings can be large; an effect the other way counts as inactive or inconclusive. A portion of the library; the hit share may differ from the screen's.

compound,USP1-UAF1 inh,GLS inhibitor,IDH1 R132H inh,Pin1 inh,PI4K2A block,PGK inhibitor,HP1b binding inh,TrxR1 inh,TrxR1 substrate
COc1cccc(C(=O)Nc2nnc(S(=O)(=O)N3CCOCC3)s2)c1,-16%&4%,-1%&1%,48%&65%[activator],-7%&-10%,4&0,-9%&1%,41%&-11%[activator],1%,-11%
NC(=O)C1=C[C@H](c2ccc(C(F)(F)F)cc2)C[C@H](OCc2ccc(CO)cc2)O1,-23%,-8%,11%,-6%,4,-3%,34%,10%,3%
Cc1cc(Nc2ccccc2)cc(=O)n1C,-26%,8%,1%,9%,-1,i,32%,10%,0%
CCOC(=O)c1[nH]c(=O)[nH]c1CSCCO,-3%,-5%,4%,-2%,-1,-9%,31%,37%[activator][57.1 µM],17%[57.1 µM]
CC(CCc1ccccc1)NCC(O)c1cccc([N+](=O)[O-])c1 (centres undefined),-18%,0%,7%,-1%,1,1%,22%,21%[57.1 µM],5%[57.1 µM]
CCOC(=O)C(=CNCC(=O)O)C(=O)OCC,-1%,7%,-1%,-7%,0,nt,25%,-6%,9%[57.1 µM]
CS(=O)(=O)c1nc(S(=O)(=O)c2ccc(Cl)cc2)c(N2CCN(CCO)CC2)s1,-21%,2%,0%,-12%,-3,-8%,19%,8%,2%
O=C(CCSc1nnc2ccc3ccccc3n12)Nc1ccc(F)cc1,-18%,18%,5%,13%,-4,i,-12%,14%,19%
OCC[C@@H]1C[C@H](O)[C@@H](O)[C@@]2(CCCc3ccccc3O2)O1,-26%,3%,2%,-22%,-2,-10%,45%[activator],6%,3%
COc1ccc(NS(=O)(=O)c2ccc(S(=O)(=O)N3CCCC3)cc2)cc1,3%,15%,10%,?,2,-5%,11%,-11%,-9%
Cc1ncc([N+](=O)[O-])n1CC(=O)Nc1cc(Cl)ccc1Cl,-12%,-1%,-11%,-14%,4,-10%,32%,3%,-3%
COc1ccc(N=Nc2c(C)[nH][nH]c2=O)cc1,5%,-18%,4%,1%,-19,-9%,-30%,6%[57.1 µM],-14%
Cn1c(COc2ccc(F)cc2)nc2ccccc21,-19%,-10%,-3%,-1%,-3,-8%,36%,30%,3%
O=C(Oc1ccc(=O)n(-c2ccccc2)n1)c1ccc(Cl)cc1,-9%,24%,2%,-3%,28,-3%,51%[activator],?,6%[57.1 µM]
O=c1cc(-c2ccco2)oc2ccccc12,-19%,-11%,2%,-3%,14,7%,24%,-18%,139%[activator]
COc1ccc(NC(=O)CC2C(=O)NCCN2C(=O)c2ccc(Cl)cc2)cc1 (centres undefined),-12%,-7%,0%,-5%,9,-4%,44%[activator],19%,7%
Cc1ccc(S(=O)(=O)NCc2cn3c(C)csc3n2)cc1,-21%,-3%,7%,-1%,1,i,24%,7%,1%
CCOC(=O)N1CCN(Cc2nc(N)nc(Nc3ccccc3C)n2)CC1,-17%,2%,0%,11%,4,4%,22%,-18%,2%
OC1C2(Cc3ccccc3)CN3CCN(C2)CC1(Cc1ccccc1)C3 (centres undefined),-5%,7%,11%,5%,3,-9%,2%,-1%,-7%
CCN(CC)c1ccc(NC(=O)c2cc3c(=O)n4cccc(C)c4nc3n2C)c(C)c1,-3%,0%,4%,-1%,2,-7%,36%,6%,0%
COc1ccc(N(C(=O)Cc2cccs2)C(C(=O)NC2CCCC2)c2ccncc2)cc1 (centres undefined),-15%,-5%,-2%,2%,-2,2%,15%,21%[57.1 µM],12%[57.1 µM]
Cc1ccc(NC(=O)CCCCCN2C(=O)[C@@H]3Cc4ccccc4CN3C2=O)c(C)c1,-19%,-1%,0%,-1%,5,-6%,20%,19%,5%
CCOc1ccccc1OCCCNCc1ccco1,-13%,-7%,4%,1%,-13,5%,?,?,3%[57.1 µM]
CN(CC(=O)Nc1cccc(F)c1)C(=O)c1cccc(S(=O)(=O)N2CCN(c3ccccc3)CC2)c1,-18%,7%,-2%,0%,-7,5%,-6%,-8%,-16%
O=C(NC1CCCC1)C(c1ccccn1)N(C(=O)c1csnn1)c1ccccc1Cl (centres undefined),-16%,12%,-2%,1%,-2,1%,-19%,5%[57.1 µM],2%[57.1 µM]
CC(C)NC(=O)COC(=O)c1ccccc1Oc1ccccc1,-13%,11%,4%,-2%,-3,12%,46%[activator],12%,6%
COCCNC(=O)c1ccc2c(c1)S(=O)(=O)c1ccccc1C2=O,-17%,-6%,-8%,28%,1,-3%,38%,17%,6%
O=C(COC(=O)CSc1ccc(F)cc1)NC1CC1,-15%,-1%,12%,nt,-5,-8%,nt,nt,nt
O=[N+]([O-])c1ccc(Sc2ccccc2)nc1,-5%,8%,11%,2%,1,-8%,-24%,15%,7%
O=C(O)c1ccccc1C(=O)NCC(O)COCC1CC=CCC1 (centres undefined),-14%,-3%,2%,-2%,7,nt,27%,13%,3%
Cc1cc(C)nc(/N=C2\NC(=O)CC3C(=O)NCCN23)n1 (centres undefined),-11%,-7%,-5%,1%,5,5%,53%[activator],11%[57.1 µM],3%[57.1 µM]
CC(=O)Oc1ccc(N(C(C)=O)S(=O)(=O)c2ccc(Cl)cc2)c2ccccc12,-15%,-8%,11%,-6%,-2,-10%,30%,-3%,2%
Cc1cc(NC(=O)c2cc(-c3ccc(F)cc3)on2)nn1Cc1ccc(Cl)cc1,-17%,-8%,6%,3%,3,1%,29%,28%,12%
O=C(OCc1cc(=O)n2c(n1)sc1ccccc12)c1cccc(O)c1,-6%,-23%,4%,nt,-18,-14%,?,-14%,-7%
COc1cc(NS(=O)(=O)c2ccc3[nH]c(=O)oc3c2)cc(OC)c1,-6%,7%,10%,-2%,2,-5%,34%,24%,1%
CCOCCCNC(=O)CCc1nnc2n(CCC(C)C)c(=O)c3ccccc3n12,-5%,0%,-2%,-5%,9,-8%,25%,9%,10%
COc1ccc(N2CC(NC(=O)C(=O)c3c[nH]c4ccccc34)CC2=O)cc1 (centres undefined),-25%,7%,0%,-3%,-3,-2%,30%,2%[57.1 µM],0%[57.1 µM]
Cc1ccccc1CSc1nc(C(C)(C)C)cc(=O)[nH]1,-20%,-1%,-1%,0%,-5,-11%,30%,-1%,-6%
O=C(O)CNC(=O)c1cccc(C(F)(F)F)c1,5%,2%,1%,-2%,-5,5%,13%,-2%,-3%
N#Cc1c(-c2ccc(F)cc2)cc(C2CC2)nc1SCC(=O)c1cccs1,-20%,10%,-2%,?,0,16%,35%,-8%,-11%

Quoted at random: two compounds from above.
compound,USP1-UAF1 inh,GLS inhibitor,IDH1 R132H inh,Pin1 inh,PI4K2A block,PGK inhibitor,HP1b binding inh,TrxR1 inh,TrxR1 substrate
O=C(COC(=O)CSc1ccc(F)cc1)NC1CC1,-15%,-1%,12%,nt,-5,-8%,nt,nt,nt
COc1cc(NS(=O)(=O)c2ccc3[nH]c(=O)oc3c2)cc(OC)c1,-6%,7%,10%,-2%,2,-5%,34%,24%,1%

The list continues.
compound,USP1-UAF1 inh,GLS inhibitor,IDH1 R132H inh,Pin1 inh,PI4K2A block,PGK inhibitor,HP1b binding inh,TrxR1 inh,TrxR1 substrate
Cn1c(=O)[nH]c(=O)c2c1nc(N(CCO)Cc1ccccc1)n2Cc1ccccc1Cl,-5%,11%,6%,-6%,-6,0%,17%,-11%,-8%
O=[N+]([O-])c1ccc(NCCNc2ccc(Cl)nn2)cc1,-15%,0%,5%,-2%,3,4%,10%,0%,-2%
COc1ccc(CC(=O)NNC(=O)c2nn(Cc3ccccc3)c(=O)c3ccccc23)cc1OC,-11%,-6%,2%,2%,6,-2%,47%[activator],16%,-3%
CCCS(=O)(=O)c1nc(S(=O)(=O)c2ccc(C)cc2)c(N(C)Cc2ccccc2)s1,13%,-5%,0%,34%[activator],1,-7%,33%,8%,-6%
O=C(Cn1ccc(NC(=O)OCc2ccccc2)nc1=O)NCCN1CCOCC1,-19%,-1%,-9%,-2%,6,-2%,20%,19%[57.1 µM],6%[57.1 µM]
CC(OC(=O)CCc1nc2ccccc2[nH]c1=O)C(=O)c1ccccc1 (centres undefined),-2%,1%,-2%,2%,0,4%,30%,0%,9%
CC(/C=C/c1ccccc1)=N/NC(=O)C(O)c1ccccc1 (centres undefined),-4%,2%,-1%,-11%,6,nt,23%,15%,1%
CC(=O)c1ccc(OCCCCCCCOc2ccc(C(C)=O)cc2)cc1,-10%,7%,-12%,0%,0,-3%,40%[activator],?,-13%
O=C(/C=C/c1ccccc1Cl)Nn1cnc2ccccc2c1=O,-6%,-2%,6%,2%,5,nt,42%[activator],12%,1%

Source: PubChem (National Center for Advancing Translational Sciences (NCATS))
